# Assay outcomes (PubChem BioAssay)
# PfHsp90 set2: growth inhibition of PfHsp90-expressing yeast, primary screen, antimalarial PfHsp90 inhibitor project, S. cerevisiae, BacTiter-Glo luminescence, single point, set 2; BacTiter-Glo ATP, 48 h; yeast lacking PDR1 and PDR3 efflux regulators; inhibition, % at 9.4 µM; hit rate 0.32% among 310,000; AID 504621, 2011;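 active means every replicate shows inhibition above about 80%, whatever the replicate mean, limit read from the data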;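 further: 0% = DMSO neutral controls and 100% = 20 µM radicicol positive controls; yeast relying on Plasmodium falciparum Hsp90 in place of its own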
# RTF Ca sens act: cardiac RTF calcium sensitivity activators, primary screen, biochemical, IANBD-TnC fluorescence, EC20 calcium; hit rate 0.24% among 340,000; Troponin I, cardiac muscle (Homo sapiens) + Troponin T, cardiac muscle (Homo sapiens) + …; activation, % at 7.2 µM; IANBD-labeled TnC RTF fluorescence at EC20 calcium; 0% EC20 calcium, 100% full calcium;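 active means activation above the mean over all tested compounds plus 3 SD, cut at about 30% in these data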;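 further: rise in fluorescence read as greater calcium sensitivity of cardiac thin filaments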
# LANA DNA inh: inhibitors of KSHV C-LANA binding to DNA, primary screen, biochemical, fluorescence polarization, FAM-LBS DNA, MBP-C-LANA, single point; hit rate 0.078% among 340,000; AID 504423, 2011; inhibition, % at 9 µM; Kaposi's sarcoma herpesvirus LANA C-terminal domain (residues 932-1162) DNA binding;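 active means highest replicate inhibition at or above 60% at 9 µM, even if other replicates fall short; inactive means all replicates below 60% inhibition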;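 further: 0% = neutral control wells and 100% = 4 µM acridine orange control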
# SUMO Mot1 rescue: yeast Mot1-301 growth rescue at high temperature, primary screen, SUMOylation pathway inhibitor project, S. cerevisiae, ATP luminescence, 38.5C; S. cerevisiae Mot1-301 growth rescue; percent above DMSO median, 100 means doubled; growth rescue, % at 18.8 µM; hit rate 1% among 320,000;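 active means every valid replicate shows activation above 250% relative to neutral control wells; inactive means the rest, any valid replicate at or below 250%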;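 further: OY570 slx delta 5 strain wells were the positive control but not used for scaling; some compounds called inactive have numbers as strong as hits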
# PvdQ inh: P. aeruginosa PvdQ acylase inhibitors, primary screen, biochemical, fluorescence, plate reader and imaging, single point; inhibition, % at 10 µM; hit rate 0.063% among 340,000; purified PvdQ acylase; PvdQ acylase [Pseudomonas aeruginosa LESB58]; in the data active means inhibition above about 30%, passing the limit was not always enough;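 further: 0% = vehicle neutral wells and 100% = reference inhibitor wells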
# NSD2 inh: NSD2 histone methyltransferase inhibitors, primary screen, biochemical, AlphaScreen, single concentration, set 2; NSD2 peptide methylation, 120 min; hit rate 0.54% among 310,000; inhibition, % at 12.5 µM; Histone-lysine N-methyltransferase NSD2 (Homo sapiens), O96028; in the data active means inhibition above about 50%
# dFosB act: activators of delta FosB homodimer, primary screen, biochemical, fluorescence polarization, TAMRA-CDK5 oligo, single point | AID 493131, 2011 | hit rate 0.99% among 340,000 | purified delta FosB; percent of positive-control signal above neutral wells | activation, % at 25 µM;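 active means mean activation above about 17%, with every replicate also reaching it, limit read from the data, passing the limit was not always enough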;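 further: fluorescence polarization rise as delta FosB binds a TAMRA Cdk5 AP-1 oligo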
# Target sequence (P13346 whole entry, looked up): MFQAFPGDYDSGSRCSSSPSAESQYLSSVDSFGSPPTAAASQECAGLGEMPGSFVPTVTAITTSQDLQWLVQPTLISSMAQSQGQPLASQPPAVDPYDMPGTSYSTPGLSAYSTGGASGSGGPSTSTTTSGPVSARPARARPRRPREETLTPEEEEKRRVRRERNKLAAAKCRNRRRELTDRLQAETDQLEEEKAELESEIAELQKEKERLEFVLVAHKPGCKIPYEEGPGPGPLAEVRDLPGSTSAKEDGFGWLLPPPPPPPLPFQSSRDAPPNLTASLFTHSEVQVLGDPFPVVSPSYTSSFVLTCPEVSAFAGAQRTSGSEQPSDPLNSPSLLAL
# Cardiac RTF inh: cardiac RTF calcium sensitivity inhibitors, primary screen, biochemical, IANBD-TnC fluorescence, EC70 calcium; Troponin I, cardiac muscle (Homo sapiens) + Troponin T, cardiac muscle (Homo sapiens) + …; IANBD-labeled cardiac RTF, Ca2+ fluorescence; inhibition, % at 7.15 µM; hit rate 0.12% among 340,000;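 active means inhibition above the mean inhibition of all tested compounds plus 3 SD, cut at about 17% in these data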;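 further: assay run at fixed EC70 calcium of 1.6 mM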
# Keap1-Nrf2 PPI: Keap1-Nrf2 protein-protein interaction inhibitors, primary screen, biochemical, fluorescence polarization, single point; Kelch-like ECH-associated protein 1 (Homo sapiens), Q14145; Keap1 Kelch-Nrf2 peptide fluorescence polarization, 1536-well; inhibition, % at 9.4 µM; hit rate 0.15% among 340,000; AID 504523, 2011; in the data active means inhibition above about 12%;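 further: human Keap1 Kelch domain with fluorescein labeled Nrf2 9mer peptide probe; 0% = neutral control wells and 100% = peptide positive control; higher means more block of Keap1 binding to Nrf2 peptide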
# Target sequence (Q14145 whole entry, looked up, the tested form may be a part): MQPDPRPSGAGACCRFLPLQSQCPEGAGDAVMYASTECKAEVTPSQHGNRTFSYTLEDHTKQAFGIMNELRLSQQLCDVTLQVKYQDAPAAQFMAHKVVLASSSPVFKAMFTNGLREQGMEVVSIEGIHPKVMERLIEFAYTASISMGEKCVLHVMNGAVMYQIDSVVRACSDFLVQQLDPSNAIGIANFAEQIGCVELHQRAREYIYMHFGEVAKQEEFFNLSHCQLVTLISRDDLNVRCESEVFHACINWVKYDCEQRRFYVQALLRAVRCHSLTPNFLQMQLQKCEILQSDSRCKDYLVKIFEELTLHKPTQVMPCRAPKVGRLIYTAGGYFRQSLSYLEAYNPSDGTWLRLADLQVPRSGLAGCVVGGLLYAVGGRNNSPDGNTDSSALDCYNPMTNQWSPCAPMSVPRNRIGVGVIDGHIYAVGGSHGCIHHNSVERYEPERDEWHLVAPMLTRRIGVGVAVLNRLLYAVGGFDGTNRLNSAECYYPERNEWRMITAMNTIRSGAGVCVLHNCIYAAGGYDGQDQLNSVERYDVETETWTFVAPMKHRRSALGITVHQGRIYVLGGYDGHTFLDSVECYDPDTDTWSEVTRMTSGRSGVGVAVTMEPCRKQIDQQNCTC
# Rtt109 Vps75: inhibitors of C. albicans Rtt109/Vps75 HAT, primary screen, biochemical, ThioGlo CoA-SH fluorescence, plate reader; Histone acetyltransferase RTT109 (Candida albicans (strain SC5314 / ATCC MYA-2876)), …; purified Rtt109/Vps75, 4 h; inhibition, % at 34.9 µM; hit rate 0.16% among 330,000;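 active means inhibition of at least 50% in every replicate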
# CDK5 p35 inh: inhibitors of human CDK5/p35 kinase, primary screen, biochemical, single concentration. Cyclin-dependent kinase 5 (Homo sapiens) + Cyclin-dependent kinase 5 activator 1 (Homo …. Recombinant CDK5/p35, ADP-Glo luminescence, 60 min. inhibition, % at 10 µM. hit rate 0.01% among 330,000;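 active means highest replicate inhibition of at least 50% and at least 75% of replicates reaching 50%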;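 further: plate controls were DMSO neutral control for no effect and GW8510 at 10 µM for full effect; many of its hits are not listed in these tables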
# Starred values were filed as active, the others as inactive; nt = not tested or not shown.
SMILES,PfHsp90 set2,RTF Ca sens act,LANA DNA inh,SUMO Mot1 rescue,PvdQ inh,NSD2 inh,dFosB act,Cardiac RTF inh,Keap1-Nrf2 PPI,Rtt109 Vps75,CDK5 p35 inh
COCCCNC(=O)c1c(NC(=O)c2cccs2)sc2c1CCCC2,0,6,-1.9,-2,-1,-1,-12,-4,3,2,-0.9
Oc1c(C(c2ccccc2)N2CCc3ccccc3C2)sc2ncnn12 (centres undefined),24,-4,0.2,17,-42,nt,-4,-4,-5,2,-0.3
Nc1n[nH]c(=S)n1/N=C1/C(=O)Nc2ccccc21,-23,-4,0.0,nt,2,5,0,6,-1,8,4.9
Cn1c(=O)c(/C=C/c2ccccc2)nc2ccccc21,-3,8,-0.4,-31,0,-4,-20,3,1,-10,1.3
Cc1ccc(NC2CCCN(C(=O)CN3C(=O)c4ccccc4C3=O)C2)cc1C (centres undefined),5,-1,3.1,7,-8,4,-15,-9,2,-3,0.4
COC(c1ccccc1)c1nnc(CCC(=O)NCCC(C)C)o1 (centres undefined),21,-1,0.0,-2,-10,-1,1,1,-1,5,0.6
COc1ccc(C2NCCCC2c2ccccc2)cc1 (centres undefined),-1,-1,2.8,nt,-17,-1,-4,-5,1,-3,0.4
O=C(Nc1nnc(-c2ccncc2)s1)Nc1ccccc1F,-6,1,-0.1,14,5,-7,6,-8,0,1,-1.4
CC(=O)c1c(C)[nH]c(C(=O)OCc2cc(-c3ccco3)on2)c1C,-5,-2,0.3,-4,-1,-4,-1,-1,-3,-3,0.1
CSc1ccccc1OCc1cc(C(=O)N(C)Cc2nonc2C)no1,-25,-6,-0.9,3,-5,-1,-13,1,1,5,-1.5
CCCCn1cc([N+](=O)[O-])nc1C,0,4,-0.6,349,11,-1,0,-6,-3,-3,2.0
O=C(CCCn1cnc([N+](=O)[O-])n1)Nc1cccc2ccccc12,6,1,1.6,408*,-5,3,-3,3,6,-6,1.3

# Nine consecutive entries from above:
SMILES,PfHsp90 set2,RTF Ca sens act,LANA DNA inh,SUMO Mot1 rescue,PvdQ inh,NSD2 inh,dFosB act,Cardiac RTF inh,Keap1-Nrf2 PPI,Rtt109 Vps75,CDK5 p35 inh
Nc1n[nH]c(=S)n1/N=C1/C(=O)Nc2ccccc21,-23,-4,0.0,nt,2,5,0,6,-1,8,4.9
Cn1c(=O)c(/C=C/c2ccccc2)nc2ccccc21,-3,8,-0.4,-31,0,-4,-20,3,1,-10,1.3
Cc1ccc(NC2CCCN(C(=O)CN3C(=O)c4ccccc4C3=O)C2)cc1C (centres undefined),5,-1,3.1,7,-8,4,-15,-9,2,-3,0.4
COC(c1ccccc1)c1nnc(CCC(=O)NCCC(C)C)o1 (centres undefined),21,-1,0.0,-2,-10,-1,1,1,-1,5,0.6
COc1ccc(C2NCCCC2c2ccccc2)cc1 (centres undefined),-1,-1,2.8,nt,-17,-1,-4,-5,1,-3,0.4
O=C(Nc1nnc(-c2ccncc2)s1)Nc1ccccc1F,-6,1,-0.1,14,5,-7,6,-8,0,1,-1.4
CC(=O)c1c(C)[nH]c(C(=O)OCc2cc(-c3ccco3)on2)c1C,-5,-2,0.3,-4,-1,-4,-1,-1,-3,-3,0.1
CSc1ccccc1OCc1cc(C(=O)N(C)Cc2nonc2C)no1,-25,-6,-0.9,3,-5,-1,-13,1,1,5,-1.5
CCCCn1cc([N+](=O)[O-])nc1C,0,4,-0.6,349,11,-1,0,-6,-3,-3,2.0

# Carrying on.
SMILES,PfHsp90 set2,RTF Ca sens act,LANA DNA inh,SUMO Mot1 rescue,PvdQ inh,NSD2 inh,dFosB act,Cardiac RTF inh,Keap1-Nrf2 PPI,Rtt109 Vps75,CDK5 p35 inh
COc1ccc(S(=O)(=O)NCCc2csc(-c3cccnc3)n2)cc1,3,7,-2.3,-8,-11,nt,4,-18,6,-8,0.8
Cn1nc2c(c1C(=O)O)CCCC2,11,0,1.3,-23,-9,-2,-8,1,-2,9,0.9
CCn1c(=O)c(=O)n(CC)c2cc(S(=O)(=O)Nc3cc(C)ccc3C)ccc21,4,-7,-0.7,29,1,13,-1,4,1,-2,-0.7
Cc1ccc2nc(-c3ccc(NC(=S)NC(=O)C(C)C)cc3)sc2c1,-15,12,4.8,3,-4,-1,-8,-7,-4,4,3.0
CSCC[C@H](NC(=O)OC(C)(C)C)C(=O)N1CCC(C(=O)N[C@@H](Cc2c[nH]c3ccccc23)C(=O)O)CC1,-9,-1,-0.9,5,-10,-2,-9,-4,-4,-4,0.3
CCC(Sc1ncccc1C(=O)O)C(=O)N1CCCC1 (centres undefined),0,9,0.4,2,4,1,-11,0,1,15,0.1
COc1ccc(N(C(=O)Cc2cccs2)C(C(=O)NC2CCCC2)c2ccncc2)cc1OC (centres undefined),-6,-3,-0.2,-16,1,-2,1,-8,-4,-9,-0.9
Cc1ccc(NCC(=O)c2ccccc2)cc1Cl,-10,2,-0.7,8,-12,0,-1,-7,-4,-4,-2.6
CCn1ccc(C(=O)NC2=NCCS2)n1,31,7,-1.1,-13,-19,27,1,-2,-74,-3,2.3
CC(C)N(C)Cc1nnnn1CC(=O)NCCc1cccc(C(F)(F)F)c1,2,2,-1.1,-37,10,-1,-3,-2,3,14,0.9
CCn1c(C)[n+](CC)c2ccc(S(=O)(=O)NC)cc21,5,2,0.4,152,15,-3,0,-4,3,-10,-1.3
N#CC1=C(N)OC2=C(C(=O)CC(c3ccccc3)C2)C1c1cccnc1 (centres undefined),22,-6,1.2,-8,3,-2,-2,-10,1,6,0.0
Cn1c(=O)c([N+](=O)[O-])c(N2CCN(Cc3ccc4c(c3)OCO4)CC2)c2ccccc21,5,1,-0.5,1,-7,2,4,-1,-2,3,1.5
N#CCCN/N=C(\Cc1nc2ccccc2[nH]1)c1ccccc1,8,-1,0.3,0,1,0,-6,-2,2,4,-2.5
Cc1cccc(NC(=O)C2C3C=CC(C4CC34)C2C(=O)O)c1 (centres undefined),-9,-5,1.2,3,0,1,0,11,-1,-6,0.4
CN(CC(=O)Nc1cccc(S(=O)(=O)N2CCCC2)c1)Cc1ccccc1,16,1,1.7,8,-8,0,-8,-12,3,-9,-0.9
Cc1ccc(S(=O)(=O)N2CCCCC2)cc1NC(=O)c1cncc(Br)c1,5,2,0.5,nt,-5,-1,-12,-8,0,11,1.9
COc1ccc2c(c1)C(=O)C1NC(=O)NC(=O)C1(Br)N2 (centres undefined),0,-3,-0.6,nt,-14,-1,7,-2,-1,0,0.3
Cc1[nH]c2c(ccc3cccnc32)c1C,-13,1,0.5,30,14,5,-9,2,-9,-9,1.5
CCN(CCCNC(=O)C1CCN(S(=O)(=O)CC)CC1)c1cccc(C)c1,-10,5,0.2,12,-7,4,-7,4,0,11,-0.5
CCc1ccc(NC(=O)N(CCCOC(C)C)C2CCN(C(C)=O)CC2)cc1,16,6,-0.3,-7,10,1,-1,-6,0,4,2.2
O=[N+]([O-])c1cccc(/C=N/N2CCN(Cc3ccccc3)CC2)c1,40,-2,-0.4,-2,-12,23,-1,0,-3,-7,-0.5
Cc1oc(-c2ccccc2Cl)nc1CS(=O)CC(=O)NCCCN1CC(C)CC(C)C1 (centres undefined),1,2,0.8,115,-15,-2,-3,-10,-4,2,nt
O=C(CSc1nccn1-c1ccccc1)c1ccc(Cl)cc1,13,-1,-0.5,-1,-26,12,-2,-4,-1,-4,-1.6
Cc1ccc(/C=N/n2c(-c3cccnc3)n[nH]c2=S)s1,-20,-1,-1.8,-4,12,4,0,1,-4,-3,-0.1
COc1cccc(C(=O)Nc2ccc3ccccc3c2)c1,-10,4,-1.3,-11,-4,-2,-3,4,2,3,2.1
COc1cc(/C=C2/C(=O)ON=C2C)cc(Cl)c1O,-16,5,-2.2,35,-19,4,0,1,-56,-9,0.2
O=C(CSc1ccc(-c2ccccn2)nn1)NCc1ccccc1,-14,-3,0.0,-3,-4,-1,-1,7,4,-2,-1.7
Cc1nn(-c2ccccc2)c(Cl)c1C(=O)NCc1cccs1,-12,2,-1.2,-14,-7,1,2,7,-2,3,-1.0
OC1CCCN(Cc2cn(Cc3ccccc3)nc2-c2cc3ccccc3o2)C1 (centres undefined),-6,1,-1.4,50,-6,-2,-7,-6,-5,8,2.6
Nc1nonc1-n1nnc(C(=O)N/N=C/c2ccc3c(c2)OCO3)c1-c1ccccc1,16,-5,-0.3,14,-9,5,18*,-9,-4,-8,2.2
Cc1cccc2cc(CN(Cc3ccc4c(c3)OCO4)Cc3nnnn3C3CCCC3)c(=O)[nH]c12,-4,0,0.6,-25,1,1,-7,-3,-3,1,-0.3
C=CCNC(=O)COC(=O)C1CCN(S(=O)(=O)c2ccc3c(c2)OCCO3)CC1,-1,-3,-1.1,-16,-13,-4,1,-11,0,-3,1.2
CCC(C)NC(=O)Nc1ccc(F)c(Cl)c1 (centres undefined),0,1,0.3,-13,22,-2,-6,-1,0,1,0.5
CC(O)C(C(=O)OCc1ccc([N+](=O)[O-])cc1)N1C(=O)c2ccccc2C1=O (centres undefined),0,5,-1.7,0,-12,27,-12,-3,-2,-11,2.4
OC(CNC1CCCC1)COc1ccc(F)cc1 (centres undefined),-13,1,-0.5,-26,-11,9,7,-12,-4,-1,-1.6
